High-throughput results as filed in PubChem.
HSF-1 act = HSF-1 activators, primary screen, NIH3T3-HGL cells, MG132 stress, luminescence, single point; NIH3T3-HGL HSF-1 luciferase reporter, 8 h; 100% = twice DMSO control signal; activation, % at 9 µM; 300,000 compounds, 1.7% hits;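 active means mean replicate activation of at least 50% with a set share of replicates each reaching 50%; inconclusive means only one of those two conditions met; inactive means mean below 50% and too few replicates reaching it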;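 further: 0% = median of the neutral control wells and 100% = twice that signal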
Platelet DG rel = inhibitors of platelet dense granule secretion, primary screen, cell-based, MLPCN, human platelets. inhibition, %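 (compounds screened at 7.5 µM in platelet-rich plasma)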. 300,000 compounds, 0.22% hits. AID 1663, 2009. human platelet-rich plasma, SFLLRN dense granule ATP release, luminescence;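 active means mean replicate score, as percent of positive control, at or above 50; inconclusive means mean below 50 but at least one replicate at or above 50; inactive means mean and every replicate below 50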
HIF act = HIF pathway transcriptional activators, primary screen, cell-based, U2OS HRE-luciferase, luminescence; U2OS HRE-luciferase reporter; normalized: DMSO 0%, desferrioxamine 100%; activation, % at 7.5 µM (by protocol); 300,000 compounds, 0.32% hits; AID 1910, 2009;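 active means mean activation of at least 10% of the iron chelator positive control signal, with at least half of replicates also reaching 10%; inconclusive means mean and replicate majority disagree about reaching 10%; inactive means mean and most replicates under 10%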
SKKanGAS inh = S. pyogenes SKKanGAS growth inhibitors in kanamycin, primary screen, streptokinase expression inhibitor project, SKKanGAS strain, BacTiter-Glo luminescence; 6 h; inhibition, % at 7.5 µM; 300,000 compounds, 1.3% hits; AID 1662, 2009;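 active means mean replicate score, as percent of positive control median, at least 50; inconclusive means mean below 50 but one replicate at or above 50; inactive means mean and every replicate below 50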;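 further: strain carries kanamycin resistance gene driven by streptokinase promoter and grows in 40 µg/ml kanamycin; loss of luminescence reflects streptokinase promoter inhibition or plain growth inhibition; 0% = median of DMSO wells and 100% = positive control at its reference dose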
aSyn UTR inh = MLPCN primary screen, SNCA 5' untranslated region | 300,000 compounds, 0.82% hits | AID 1813, 2009 | alpha-synuclein 5'UTR reporter, inhibitor activity | inhibition, % (tested at 7.5 µM); in the data active means inhibition above about 60%; inconclusive means no clear call, values can overlap the other calls;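 further: H4 neuroglioblastoma cells stably carrying SNCA 5'UTR luciferase fusion; 0% = DMSO wells and 100% = positive control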
IEC-6 tox = cytotoxicity in IEC-6 intestinal epithelial cells, primary screen, cytotoxicity control for KLF5 inhibitor project, cell-based, luminescence; inhibition, % at 5 µM; 290,000 compounds, 0.78% hits; AID 1825, 2009; IEC-6 cytotoxicity, luminescence viability; in the data active means inhibition above about 22%;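 further: 0% = plate median of test compound wells and 100% = cytotoxic reference compound wells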
AI-2 QS mod = Vibrio harveyi AI-2 quorum sensing modulators, primary screen, JMH597 strain, luminescence/OD600 ratio | 300,000 compounds, 0.4% hits | AID 2094, 2009 | activity change, % at 7.5 µM | Vibrio harveyi JMH597 AI-2 luminescence/OD600 ratio, 9 h; hits give low values; strain lacks LuxN and CqsS sensors; 0 = neutral-control median; in the data active means activity change below about -75%, passing the limit was not always enough; inconclusive means no clear call, values can overlap the other calls;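 further: luminescence divided by OD600 gain over 9 h not by final OD600 alone; inactives centre near 13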
KLF5 inh = KLF5 expression inhibitors, primary screen, DLD-1 cells, luminescence; AID 1700, 2009; 290,000 compounds, 0.23% hits; inhibition, % at 5 µM; DLD-1 KLF5 promoter-luciferase reporter;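 active means inhibition above a per-plate limit of that plate's mean compound inhibition plus 3 SD, cut at about 60% in these data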;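 further: 0% = DMSO wells and 100% = LY294002 at 200 µM; higher means less KLF5 promoter-driven luciferase light; inactives centre near -14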
HSF1 inhib = HSF1 inhibitors in luciferase reporter cells, primary screen, cell-based, NIH3T3, luminescence; activity change, negative = inhibition, % at 7.5 µM (by protocol); NIH3T3-HGL HSE-luciferase, MG132-induced, luminescence 8 h; hits give low values; 300,000 compounds, 0.77% hits;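 active means more than half of replicate wells show activity change below -50%, luminescence cut by over half; inconclusive means some wells, but at most half, below -50%; inactive means no replicate well below -50%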;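 further: luciferase reports HSF-1 transcriptional activity via heat shock element; 0% = median of DMSO wells and -100% = zero luminescence signal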
HSP90 refold inh = HSP90 inhibitors, primary screen, cell lysate, luminescence; AID 1789, 2009; Rabbit reticulocyte lysate, luciferase refolding luminescence, 3 h; inhibition, % at 5.6 µM; Heat shock protein HSP 90 (rabbit reticulocyte lysate; luciferase refolding); 290,000 compounds, 0.91% hits;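 active means inhibition above the screen-wide mean plus 3 SD, computed separately per campaign, cut at about 16% in these data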;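 further: 0% = DMSO wells and 100% = 60 µM geldanamycin wells; inhibitors lower the luminescence because luciferase stays unfolded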
* = called active by the depositor; i = inactive; ? = inconclusive; . = no result given.

Molecule	HSF-1 act	Platelet DG rel	HIF act	SKKanGAS inh	aSyn UTR inh	IEC-6 tox	AI-2 QS mod	KLF5 inh	HSF1 inhib	HSP90 refold inh
O=C(c1ccc(S(=O)(=O)Cc2cc(F)ccc2F)c([N+](=O)[O-])c1)N1CCCCC1	17	-3	-0.4	-4	-102	-5	23	-7	-1	-1
CCOC(=O)c1ccc(COC(=O)CCc2nc(-c3ccccc3)c(-c3ccccc3)o2)cc1	6	2	-0.2	-2	4	1	11	-13	-9	2
COc1ccc(CNCc2c(C(=O)N(C)C)nc3ccc(Cl)cn23)c(OC)c1	7	3	-0.4	-2	-16	-3	4	12	3	1
O=C(N/N=C/c1ccc2c(c1)OCO2)c1ccc(Cl)cc1Cl	-3	1	0.0	17	8	0	-6	-20	3	-3
CCOc1cc(C#N)c(NC(=O)Cn2nnc3ccccc32)cc1OCC	-2	1	0.3	6	-7	-2	26	-5	-2	0
Cc1cc(C)cc(N(CC(=O)NCC2CCCO2)S(=O)(=O)c2c(C)noc2C)c1 (centres undefined)	5	1	.	-3	-2	-1	28	-16	1	0
O=C(c1ccc(N2CCCS2(=O)=O)cc1)N1CCN(c2ccc(F)cc2)CC1	8	-23	0.5	-1	5	-6	27	-11	-2	-3
CC(C)Cn1c(-c2ccc(F)cc2)n[nH]c1=S	-23	-27	-0.1	2	3	-9	8	-19	-1	-4
O=C(Nc1ccc(S(=O)(=O)Nc2ccccn2)cc1)C(F)(F)F	-10	-5	-0.3	-5	22	1	2	-9	-4	3
COC(=O)[C@@H](NC(=O)Nc1ccc(OC(F)(F)F)cc1)C(C)C	1	1	-0.3	5	22	6	24	-4	-1	2
O=c1cc2c(nn1Cc1ccccc1Cl)-c1ccccc1CC2	11	2	2.4	33	1	11	-7	-21	-1	6
CSCCC(NC(=O)c1ccccc1Cl)C(=O)N1CCN(c2ccccn2)CC1 (centres undefined)	-9	-7	0.7	2	19	4	26	-30	-1	-1
CC(C)Oc1ccc(C(=O)Nc2ccc(S(=O)(=O)N3CCN(C)CC3)cc2)cc1	2	1	-5.9	3	-1	-3	15	-27	-2	0
O=C(NCCCN1CCOCC1)c1cc(-c2ccccc2F)no1	-22	0	10*	26	-121	-3	20	-43	-2	-6
Cn1c(CC(=O)c2ccc(Br)cc2)[n+](C)c2ccccc21	13	-4	-0.1	-13	-30	7	-5	-8	-8	-2
COc1cccc(C(=O)NCCCNC(=O)c2ccccn2)c1	4	-10	-0.3	3	-4	0	4	-13	-7	3
O=C(Nc1ccc(Br)cc1)C1C2C=CC3(O2)C1C(=O)N(CCN1CCOCC1)C3C(=O)NC1CCCCC1 (centres undefined)	3	4	0.1	-1	-7	4	.	0	-10	-3
O=C(CCCc1nc2ccccc2s1)NCc1ccccc1F	-17	-1	-0.3	-6	2	-2	11	-21	-2	-3
CCCC(=O)NC(=S)Nc1ccc(Cl)cn1	-19	-1	2.7	-1	-35	-3	-2	-53	-6	-3
Cc1cccc(-n2ncc3c(NCc4ccco4)ncnc32)c1	34	12	?	5	i	8	9	-108	13	-7
Cc1ccc2c(=O)cc(C(F)F)oc2c1	-8	9	0.0	2	-4	4	9	-17	-5	3
COc1cccc(C(CC(=O)NCc2ccco2)NS(=O)(=O)c2ccc(C)cc2)c1OC (centres undefined)	22	-10	-0.3	3	3	2	0	8	-4	3
O=c1[nH]cnc2nn(-c3ccccc3)nc12	4	5	0.4	-1	-82	-6	-10	-33	4	-2
CCNC(=S)Nc1cc2oc3ccccc3c2cc1OC	1	-3	1.9	-1	-50	1	10	-26	-3	-3
CCCCN=CC1=C(O)C(C(=O)OC)C(C)(C)CC1=O (centres undefined)	-2	-4	-1.0	2	-1	-6	28	-34	4	-2
O=S(=O)(c1ccc(Cl)cc1)n1cnc2ccccc21	3	0	0.1	5	-6	-8	42	-22	2	-1
Cn1nc(C(=O)NC2CCCN(Cc3ccccc3F)C2)c2ccccc2c1=O (centres undefined)	-8	3	-0.4	7	29	7	17	-14	7	3
O=C(NCCCN1CCCC1=O)c1cccc(S(=O)(=O)Nc2ccc(Br)cc2)c1	-11	0	0.6	-2	11	.	24	.	7	.
CC(C)CNC(=O)c1ccccc1Oc1ccccc1	-3	-33	0.1	-5	20	2	-1	-33	-5	0
CCOC(=S)SCC(=O)N1CCc2cc(OC)ccc2C1C1C(=O)CCCC1=O (centres undefined)	-7	1	1.2	-2	-9	-1	20	-4	2	-5
O=C(Nc1cccc(C(F)(F)F)c1)Nc1ccc2[nH]c(=O)[nH]c2c1	-45	1	1.5	5	3	-3	5	-5	-29	-2
CCN(Cc1ccccc1)C(=O)CCc1nc(-c2ccc(C)cc2)no1	-3	-3	-0.6	-5	27	-6	11	-15	1	1
COc1cccc(C2CC(=O)Nc3c2c(=O)[nH]c2ncnn32)c1 (centres undefined)	4	10	-0.3	-3	17	-12	13	-25	-3	0
O=C(NC1CCCCCCC1)C1=COCCO1	0	8	0.1	0	-8	-6	13	12	-2	2
O=C(Cn1c(=O)c(=O)n(Cc2ccccc2)c2ccc(Cl)cc21)Nc1ccc(F)cc1F	-13	-6	0.4	-1	37	-1	2	-6	5	-1
COc1ccc(NC(=S)N(CCc2c(C)[nH]c3ccc(C)cc23)Cc2ccco2)cc1	14	-15	-0.3	12	2	0	-1	6	11	-3
COCCNC(=O)C(C)OC(=O)c1cc2occc2n1C (centres undefined)	3	-9	.	-8	7	3	21	-7	-11	1
Cn1c(NC(=O)/C=C/c2c(F)cccc2Cl)cc(=O)n(C)c1=O	.	6	0.1	8	-172	-8	27	-4	.	-6
O=C(CN1C(=O)C2C3C=CC(C3)C2C1=O)NCCc1ccccc1 (centres undefined)	-19	-1	0.1	0	-2	-3	20	-27	-2	0
CC1(c2ccc(Cl)cc2)NC(=S)N2C1NC(=S)N2c1ccccc1 (centres undefined)	-6	6	0.5	1	-35	1	8	-24	12	-5
Cc1ccc(C)c(S(=O)(=O)N2CCN(C(=O)CSC(=S)N3CCCC3)CC2)c1	-14	-2	0.1	-4	16	.	15	.	0	.
Cc1ccc(/C=N/Nc2ccnc3cc(Cl)ccc23)c(C)c1	11	-7	-1.0	95*	38	6	1	-9	-8	0
C=CCSc1nccc(-c2cc(Cl)sc2Cl)n1	9	13	0.3	11	-27	2	-6	-46	0	6
CN(CC(=O)NNC(=O)CNC(=O)c1ccccc1Cl)S(=O)(=O)c1ccc(Cl)cc1	-7	0	-2.6	-3	-13	.	-5	.	-4	.
CC(C)C(=O)Nc1cccc2nsnc12	-3	7	.	-5	-12	1	15	6	-3	2
Cc1ccc(C(=O)n2nnc3ccccc32)cc1[N+](=O)[O-]	9	-2	0.1	8	8	1	11	-6	-4	-1
CCn1nc(C(=O)Nc2ccc(C)c(C)c2)c(Cl)c1Cl	-1	-9	0.2	-11	-91	-3	36	-21	-7	-5
CCOc1cc(CNC2CCCC2)cc(Cl)c1OCc1ccccc1	-4	13	0.0	1	-14	9	26	-1	-5	3
COc1ccc(C(=O)NC(C)c2cnn(-c3ccccn3)c2C)o1 (centres undefined)	8	16	0.6	8	-13	-1	2	-49	7	1
Cc1ccccc1NC(=O)Cn1nc(C(=O)O)c2ccccc2c1=O	-10	13	-0.3	0	-1	2	13	-26	-7	1

Next part
Molecule	HSF-1 act	Platelet DG rel	HIF act	SKKanGAS inh	aSyn UTR inh	IEC-6 tox	AI-2 QS mod	KLF5 inh	HSF1 inhib	HSP90 refold inh
CCn1c(=O)cc(OCC(=O)NC2CCCCC2)c2ccccc21	7	-2	-0.3	7	14	4	10	-8	-1	2
CC(=O)N1c2ccc(Cl)cc2C2OCCC2C1c1ccco1 (centres undefined)	-3	-7	-0.6	4	-8	1	15	-26	1	-5
O=C(/C=C/c1ccc(O)c([N+](=O)[O-])c1)c1ccc2ccccc2c1	18	-8	-0.5	9	-124	-3	26	8	3	5
COC(=O)C(Cc1ccccc1)NC(=O)C12CC3CC(CC(C3)C1)C2 (centres undefined)	2	-7	-0.3	5	3	4	6	-13	3	-3
O=c1ccn(Cc2ccccc2)c(=O)n1Cc1ccccc1	9	-1	-0.9	1	8	6	40	-4	1	3
COc1ccc(Cl)cc1NC(=O)NN1CCN(C)CC1	4	14	0.2	-1	9	7	24	-26	0	-1
CC(C(=O)NCCN1CCOCC1)c1ccc([N+](=O)[O-])cc1 (centres undefined)	1	0	0.5	-2	23	-6	14	11	-5	-1
CN(C)c1ccc(C(C#N)c2ccccc2)nn1 (centres undefined)	21	2	0.7	-9	-18	-4	12	-40	12	-1
CCOC(=O)CCn1cc(F)c(=O)[nH]c1=O	12	1	0.0	-1	12	-4	23	-20	-4	-1
COc1ccccc1C(=O)Nc1nnc(SCC(=O)NC2CCCC2)s1	37	-1	0.0	-2	-11	11	2	-111	16	15
